Compound activity from PubChem BioAssay.
eIF4E-4G inh – eIF4E–eIF4G protein interaction inhibitors, primary screen, biochemical, uHTS, TR-FRET, eIF4GI fragment. Eukaryotic translation initiation factor 4E (Mus musculus) + Eukaryotic translation …. inhibition, % at 21.7 µM. TR-FRET eIF4E-eIF4GI(517-606) binding, 2 h. actives 0.37% (n = 220,000);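 also: 0% = full FRET control wells and 100% = background wells lacking eIF4GI fragment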
KCC2 mod – KCC2 cotransporter modulators, thallium flux, primary screen, cell-based, HEK293 KCC2, FluoZin-2 fluorescence, MLSMR. KCC2 cells, thallium flux FluoZin-2 fluorescence. B-score of Tl+ flux slope (higher = more flux/activation; lower = inhibition) at 10 µM. actives 2.2% (n = 190,000). AID 1456, 2008;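 active = thallium flux slope and its plate-corrected score both differing from the plate sample mean at a set confidence after two filtering rounds, in either direction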;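 also: slope of fluorescence scaled to starting intensity during 10 to 20 s after thallium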
Rad51 HR inh – human RAD51 strand exchange inhibitors, primary screen, biochemical, fluorescence. hRad51 DNA strand exchange, fluorescence dequenching. inhibition, % at 10 µM. actives 0.085% (n = 200,000);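 active = inhibition above 40% at the single screening dose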;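 also: 0% = DMSO control wells and 100% = blanks with heterologous ssDNA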
Target sequence (Q06609 whole entry, looked up): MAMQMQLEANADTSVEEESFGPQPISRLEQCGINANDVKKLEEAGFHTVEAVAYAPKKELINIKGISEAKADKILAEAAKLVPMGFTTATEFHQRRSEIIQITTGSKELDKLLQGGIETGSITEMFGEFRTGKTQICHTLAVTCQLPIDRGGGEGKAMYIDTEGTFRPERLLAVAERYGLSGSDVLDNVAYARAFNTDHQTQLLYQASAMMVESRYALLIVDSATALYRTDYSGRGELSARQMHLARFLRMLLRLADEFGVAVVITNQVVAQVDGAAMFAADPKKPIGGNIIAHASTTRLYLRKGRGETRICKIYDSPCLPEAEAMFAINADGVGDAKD
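System: hRad51 filaments on single-stranded DNA; reagent: Fluorescein- and BHQ1-tagged 47-mer duplex; compound dosing: one concentration, 10 µM final; timing: filaments 15 min 37 °C, then compound 30 min; measured by: fluorescein emission 520 nm, excitation 485 nm; benchmarks: per-plate controls and blanks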
14-3-3 Bad PPI – inhibitors of 14-3-3 zeta/Bad binding, primary screen, biochemical, TR-FRET, bovine 14-3-3 zeta; 14-3-3 protein zeta/delta (Bos taurus), P63103; TR-FRET 14-3-3zeta/Dy647-pBad peptide displacement, 1 h; inhibition, % at 21.7 µM; actives 0.71% (n = 220,000);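 active = inhibition above about 70%, limit read from the data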;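 also: 0% = full 14-3-3 plus peptide FRET controls and 100% = background without 14-3-3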
Target sequence (P63103 whole entry, looked up): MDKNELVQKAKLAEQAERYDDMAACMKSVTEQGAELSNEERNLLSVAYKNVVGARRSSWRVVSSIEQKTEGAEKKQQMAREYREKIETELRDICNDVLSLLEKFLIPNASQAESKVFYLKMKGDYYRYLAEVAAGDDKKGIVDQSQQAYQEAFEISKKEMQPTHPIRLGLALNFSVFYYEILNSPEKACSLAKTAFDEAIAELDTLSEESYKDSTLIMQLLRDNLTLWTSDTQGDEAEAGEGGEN
EBV gp42 block – Epstein-Barr virus gp42 inhibitors, primary screen, biochemical, uHTS, fluorescence polarization; Fluorescence polarization binding assay, mP read-out; inhibition, % (tested at 21.74 µM); actives 0.42% (n = 220,000); AID 1085, 2008; in the data active = inhibition above about 50%
Target sequence (Q1HVG2 whole entry, looked up): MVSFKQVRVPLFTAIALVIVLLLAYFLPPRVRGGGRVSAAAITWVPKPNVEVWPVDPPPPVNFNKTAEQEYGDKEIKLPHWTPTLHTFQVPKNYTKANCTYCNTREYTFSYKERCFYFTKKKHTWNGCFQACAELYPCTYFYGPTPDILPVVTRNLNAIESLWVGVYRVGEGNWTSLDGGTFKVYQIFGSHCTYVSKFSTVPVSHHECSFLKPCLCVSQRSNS
hK5 inh – human KLK5 protease inhibitors, primary screen, biochemical, 1536-well; Kallikrein-5 (Homo sapiens), Q9Y337; recombinant hK5, fluorogenic AMC substrate cleavage; inhibition, % at 5 µM; actives 0.59% (n = 210,000); AID 873, 2007;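 active = inhibition of 40% or more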;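 also: 0% = enzyme controls without compound and 100% = no-enzyme blanks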
Target sequence (Q9Y337 67-293 limits assumed): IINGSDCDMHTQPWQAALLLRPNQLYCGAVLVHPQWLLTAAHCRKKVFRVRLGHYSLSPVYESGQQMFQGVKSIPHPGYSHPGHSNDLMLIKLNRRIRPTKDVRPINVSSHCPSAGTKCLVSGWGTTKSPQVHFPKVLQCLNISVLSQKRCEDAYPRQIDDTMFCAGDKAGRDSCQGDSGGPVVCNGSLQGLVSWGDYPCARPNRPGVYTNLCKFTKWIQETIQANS
thrombin 1536 – human alpha-thrombin inhibitors, primary screen, counter-screen for coagulation protease inhibitor project, biochemical, 1536-well, fluorogenic AMC substrate; actives 0.26% (n = 220,000); inhibition, % at 5 µM; Boc-VPR-AMC fluorogenic substrate cleavage; Prothrombin (Homo sapiens), P00734;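 active = inhibition at or above 40%; inactive = inhibition below 40%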;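 also: 0% = enzyme with no compound and 100% = wells without enzyme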
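Test system: human alpha-thrombin; medium: pH 7.5 Tris-saline with Tween 20; times: reaction at room temperature; signal: AMC fluorescence at 355 nm excitation and 460 nm emission; also added: Boc-VPR-AMC substrate, 15 µM final; dosing: one concentration per compound, 5 µM, with 0.2% DMSO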
Furin inh – human furin inhibitors, primary screen, biochemical, fluorescence intensity | purified furin, fluorogenic substrate cleavage | AID 463115, 2010 | P09958 | actives 0.061% (n = 220,000) | inhibition, % at 30 µM; in the data active = inhibition above about 25%; also: inactives centre near -15
NCF1 inh – p47phox/p22phox peptide binding inhibitors, primary screen, biochemical, uHTS, NADPH oxidase regulatory subunit | Neutrophil cytosol factor 1 (Homo sapiens), P14598 | fluorescence polarization, 2 h | inhibition, % at 24.7 µM | actives 0.53% (n = 220,000) | AID 1274, 2008;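 also: 0% = p47phox with labelled peptide and 100% = labelled peptide alone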
An asterisk follows results filed as active; . = no result given; [ ] = another dose, or the depositor's remark.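 The calls were made as follows, unless noted: active = inhibition above about 30% (limit read from the data); inactive = the rest.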

SMILES	eIF4E-4G inh	KCC2 mod	Rad51 HR inh	14-3-3 Bad PPI	EBV gp42 block	hK5 inh	thrombin 1536	Furin inh	NCF1 inh
COc1ccc(CCN=C(N)NS(=O)(=O)c2ccc(OC)cc2)cc1	0	0.93	-4	-6	-20	-7	-6	-20	-17
Cc1noc(C)c1CSc1nc2sc(C)c(C)c2c(=O)n1C1CCCC1	.	-0.17	5	.	-14	-4	0	-1	11
O=C(O)C1CC(=O)N(c2ccc(F)c(F)c2)C1 (centres undefined)	-2	0.64	-1	3	-12	-29	1	-13[20 µM]	-13
c1ccc(COC2CCCN(Cc3nc(-c4cnccn4)no3)C2)cc1 (centres undefined)	1	.	4	-1	3	.	-1	-23	1
COc1ccc(-c2csc3nc(C(C)C)oc(=O)c23)cc1OC	-4	-1.6	-4	1	5	0	-6	-30	0
O=C(O)CSc1nnnn1C1CCCCC1	1	.	6	-6	-13	-3	-10	-17	-6
Cn1c(=O)oc2cc(S(=O)(=O)Nc3ccc4c(c3)OCO4)ccc21	-3	0.44	-19	-3	-5	5	9	-14	-7
CCCc1cc2c(=O)c(-c3cscn3)c(C(=O)OCC)oc2cc1O	1	0.051	12	-1	3	29	5	-13	-7
CC(=O)NC1=NN(C(C)=O)C(C)(c2ccc3ccccc3c2)S1 (centres undefined)	1	-0.56	5	-10[fluorescence artefact?]	-29	-15	3	-5	-11
Cc1ccc(CNC(=O)C(=O)NCC2OCCN2C(=O)c2cccs2)cc1 (centres undefined)	0	-0.16	4	5	-12	7	-8	-20	-8
CCOC(=O)CS(=O)(=O)c1ccc2ccccc2c1	-3[fluorescence artefact?]	1.4	-9	-1	-8	0	-5	-1[20 µM]	-5
O=C(NC(=S)Nc1ccccc1[N+](=O)[O-])c1ccccc1Cl	-6	19*	.	0	2	-4	-11	-9	-1
CCOC(=O)CN1C(=O)C(Sc2n[nH]c(-c3ccc(C)cc3)n2)CCc2ccccc21 (centres undefined)	-3	-0.5	-3	4	3	-13	5	-7[20 µM]	-4
c1ccc(CCc2nn3c(Cn4cnc5ccccc54)nnc3s2)cc1	6	-0.19	0	3	-4	-6	4	-2[20 µM]	2
c1cnc(Oc2ccc3oc4ccccc4c3c2)nc1	-4	.	-4	1	5	-10	-3	-18	-5
O=C(c1ccc(Cl)c([N+](=O)[O-])c1)N1CCN(Cc2ccc3c(c2)OCO3)CC1	-2	-0.39	-4	-12	0	-28	1	-29	-5
CCOC(=O)c1c(NC(=O)CN2CCN(C(=O)c3ccco3)CC2)sc(C(N)=O)c1C	-4	.	6	-4	-3	-1	2	-14	1
CCn1c(C)c2c([n+]1CC)CC(C)(C)CC2=O	-14[fluorescence artefact?]	0.16	1	18[fluorescence artefact?]	-29	-8	3	-32[20 µM]	-9
CC1(C)C(=O)C2(CCCCC2)C(=O)OC1c1cccn1-c1ccc([N+](=O)[O-])cc1 (centres undefined)	4	0.083	-2	5[fluorescence artefact?]	-9	-4	-5	-30	-1
O=C(C1CCN(S(=O)(=O)c2ccc3ccccc3c2)CC1)N1CCN(c2ncccn2)CC1	-4	.	8	2	4	6	6	-17	1

3 records picked at random from the list so far:
SMILES	eIF4E-4G inh	KCC2 mod	Rad51 HR inh	14-3-3 Bad PPI	EBV gp42 block	hK5 inh	thrombin 1536	Furin inh	NCF1 inh
COc1ccc(CCN=C(N)NS(=O)(=O)c2ccc(OC)cc2)cc1	0	0.93	-4	-6	-20	-7	-6	-20	-17
Cc1ccc(CNC(=O)C(=O)NCC2OCCN2C(=O)c2cccs2)cc1 (centres undefined)	0	-0.16	4	5	-12	7	-8	-20	-8
O=C(C1CCN(S(=O)(=O)c2ccc3ccccc3c2)CC1)N1CCN(c2ncccn2)CC1	-4	.	8	2	4	6	6	-17	1

Results in Rad51 HR inh and 14-3-3 Bad PPI, for 6 of the compounds above:
compound	Rad51 HR inh	14-3-3 Bad PPI
Cc1ccc(CNC(=O)C(=O)NCC2OCCN2C(=O)c2cccs2)cc1 (centres undefined)	4	5
CCOC(=O)CN1C(=O)C(Sc2n[nH]c(-c3ccc(C)cc3)n2)CCc2ccccc21 (centres undefined)	-3	4
Cn1c(=O)oc2cc(S(=O)(=O)Nc3ccc4c(c3)OCO4)ccc21	-19	-3
CCOC(=O)CS(=O)(=O)c1ccc2ccccc2c1	-9	-1
CCn1c(C)c2c([n+]1CC)CC(C)(C)CC2=O	1	18[fluorescence artefact?]
c1ccc(CCc2nn3c(Cn4cnc5ccccc54)nnc3s2)cc1	0	3

New compounds follow.
SMILES	eIF4E-4G inh	KCC2 mod	Rad51 HR inh	14-3-3 Bad PPI	EBV gp42 block	hK5 inh	thrombin 1536	Furin inh	NCF1 inh
O=C(O)/C=C/c1ccc(-c2cccc(C(F)(F)F)c2)o1	-1	-0.23	.	-5	-27	22	-2	-8	-10
O=C(/C=C/Nc1ccccc1)c1ccc(Oc2ncccn2)cc1	-2[fluorescence artefact?]	.	0	2	-12	-5	-5	-21[20 µM]	-3
Cc1csc2nc(CNS(=O)(=O)c3ccc(-c4ccccc4)cc3)cn12	6	-1.6	-7	5[fluorescence artefact?]	1	-3	-4	-21	-6
CSc1nn(CCc2ccncc2)c(=S)s1	13	-0.12	-8	12	-17	30	6	-27	-8
CC(C)CN(/C=N/c1sc2c(c1C#N)CCCCC2)CC(C)C	3	.	.	12	-8	8	0	-12[20 µM]	-10
COc1cc(OC)cc(-c2n[nH]c(=S)n2-c2ccc3c(c2)OCO3)c1	-7	0.61	23	10[fluorescence artefact?]	-2	15	8	-12	-4
CCC(C)C(=O)Nc1nnc(SCC(=O)Nc2ccccc2F)s1 (centres undefined)	-2	-1.5	8	87*	-5	-12	4	-37	-5
FC(F)(F)c1cc(NCc2cccs2)n2ncnc2n1	2	.	4	2	-16	-10	-2	-5[20 µM]	0
COC(=O)[C@@H](NC(=O)Nc1ccc2c(c1)OCCO2)C(C)C	-2	.	-2	-4	1	1	-1	-3	-8
O=C(CCn1c(=O)oc2ccccc21)NCc1cccs1	-1	-0.11	-4	4[fluorescence artefact?]	-6	-7	-1	-12[20 µM]	0
CCS(=O)CCSc1nc2ccccc2s1 (centres undefined)	-5	1.5	-7	9	7	-6	2	-6[20 µM]	3
CNC(=O)c1sccc1S(=O)(=O)Cc1c(Cl)cccc1Cl	8	-0.1	-6	-11	15	-7	-5	-20[20 µM]	-13
O=c1[nH]c(N2CCN(Cc3ccccc3)CC2)nc2c1CCC2	1	-0.91	-13	-7	-5	.	-7	-13	4
CCCc1cc(C(=O)NCc2ccco2)no1	-2	-0.06	-3	-1	-6	-20	-3	-22	-17
Cc1nn(-c2ccccc2)nc1C(=O)Nc1ccc2[nH]ncc2c1	-6	1.4	7	-2	-2	-1	1	-9	-1
CC(=O)NNc1[nH]c2c(c(=O)c1[N+](=O)[O-])c(=O)n(C)c(=O)n2C	2	0.29	0	-9	-10	2	3	-18	-9
O=C(CNCc1ccccc1)Nc1ccc(Oc2ccccc2)cc1	-5	0.045	-8	8	8	2	-9	-11	-5
O=C(Nc1ccc2c(c1)C(=O)OC2)Nc1cccc2ccccc12	-2	0.64	3	3	-5	1	-2	-33	-8
CCCN(CC1CC1)C(=O)CSc1nnc(-c2ccco2)n1N	2	0.63	.	1	-6	16	-5	-29	.
CCOC(=O)c1c(NC(=S)NC(=O)c2cnn(CC)c2)sc2c1CCC(C)C2 (centres undefined)	-8	1.7	5	-1	-3	-4	0	10[20 µM]	-10
Cc1cccnc1NC(=S)NCc1ccco1	0	0.74	-2	-5	-4	-8	-1	-25	-8
CCCCCCn1c(SCCN2CCOCC2)nc2c1c(=O)[nH]c(=O)n2C	5	-0.15	-3	1	-6	4	-1	2	-6
C=CCn1c(=N)c(C#N)cc2c(=O)n3ccccc3nc21	-3[fluorescence artefact?]	-0.46	-2	-20[fluorescence artefact?]	0	-15	-11	-85[20 µM]	22
Cc1ccc(-c2csc(/C(C#N)=C/Nc3ccc4c(c3)OCCO4)n2)cc1	-3	-0.095	-5	-1	-26	0	-4	-25	-42
NS(=O)(=O)c1ccc(CCNC(=O)c2ccc3nc4ccc(Cl)cc4c(=O)n3c2)cc1	4	0.46	-6	10	-6	-9	-27	-21	-11
Cc1ccc(N2C(=O)CC(NCC3CCCO3)C2=O)cc1 (centres undefined)	-5	0.4	9	-8	-11	-2	-3	-13	1
COc1ccc(NC(=O)Cc2cccs2)c(OC)c1	-4	0.1	2	7	-15	0	-1	-23	-7
O=C(Nc1nc(-c2ccc(S(=O)(=O)N3CCCCCC3)cc2)cs1)c1ccccc1	-155[fluorescence artefact?]	0.64	-2	-85[fluorescence artefact?]	5	-10	-16	-10[20 µM]	-29
CCN(c1ccccc1)S(=O)(=O)c1ccc(Cl)c(C(=O)N(CC2CCCO2)C2CCS(=O)(=O)C2)c1 (centres undefined)	-2	-0.0048	11	-18	-18	0	0	-28	-14
C=CCN=C1CC(C)(C)CC(=O)/C1=C(/O)CCC(=O)OC	6	.	-5	2	-10	23	1	-9	-14
Cc1c(C(=O)Nc2cccc(N(C)S(C)(=O)=O)c2)cccc1[N+](=O)[O-]	4	0.14	.	4	0	.	-2	-16	6
CNC(=O)CSCc1cnn(-c2ccccc2)c1-n1cccc1	2	0.85	-4	11	5	-4	4	-13[20 µM]	4
CCN1CCN(CC(=O)Nc2ccc(C)cc2C)C(=O)C1=O	3	.	-1	5	-16	-4	2	-35	-16
O=S(=O)(c1ccc(-c2csc(-c3cccnc3)n2)cc1)N1CCOCC1	-1	0.2	13	-16	1	2	-7	-19	2
Cc1ccc(OCC(=O)N2CCN(c3ccc([N+](=O)[O-])c(N4CCOCC4)c3)CC2)cc1	2	.	-1	-1	-15	-3	-4	-5[20 µM]	12
COc1ccccc1NC(=O)c1ccc(C(=O)c2ccccc2)o1	-6	-1.1	25	-1	5	1	2	-6	3
CC(=O)C(Sc1ccc2nnc(-c3ccncc3)n2n1)C(C)=O	4	0.74	2	2	-5	-16	0	-14	-3
COc1ccc(CCNC(=O)CSc2nc(C)nc3c2oc2ccccc23)cc1OC	10	0.75	-3	-2	-10	-2	-5	-22	-7
CC(=O)Nc1ccc(NC(=O)c2c(C)nn(-c3ccccc3)c2Cl)cc1C	7	0.45	36	-13	-32	4	-14	-32	0
C=CCN(c1ccccc1)S(=O)(=O)c1cccc(C(=O)Nc2nnc(SCC)s2)c1	16	-1	13	-12	-17	-4	-3	-13	-18
COc1ccc(NC(=O)Cn2cnc3c(cnn3-c3ccc(C)c(C)c3)c2=O)c(OC)c1	-4	.	6	19	-4	-3	-4	-16	2
Cc1oc2ccc(OCC(N)=O)cc2c1C(=O)OC(C)C	-6[fluorescence artefact?]	.	-7	12[fluorescence artefact?]	-5	-3	-4	-13	2
CCC(=O)Nc1ccc(Cl)c(NC(=S)NC(=O)COc2ccc(Cl)cc2)c1	2	0.26	7	-20	-15	-11	-2	-15	-2
